TRHR ag – qHTS for Small Molecule Agonists and Allosteric Enhancers of Human TRH Receptor: Primary Screen for Agonists; TRHR cells, calcium flux fluo-8, FDSS agonist mode; 0.18% of 360,000 active; Thyrotropin-releasing hormone receptor (Homo sapiens), P34981; AID 493084, 2011; activation, % at 2 µM; in the data active = activation above about 30%; note: 0% is about no effect
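Agonist-mode FDSS calcium read (Ex 480/Em 530, 1 s cycles) in 1536-well TRHR cells with fluo-8 dye, after 10-cycle baseline and 23 nL compound addition; TRH at EC20 (10 nM final) added afterwards for the enhancer phase.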
D1 antag – Antagonist of Human D 1 Dopamine Receptor: qHTS; HEK293 TREx D1 cells, calcium flux, dopamine EC80; active compounds read low; activity change, negative = inhibition, % at 10 µM; 3.2% of 360,000 active; in the data active = activity change below about -30%; note: % is set by controls: 0 for no effect and ±100 for the full control effect
Target sequence (P21728 whole entry, looked up): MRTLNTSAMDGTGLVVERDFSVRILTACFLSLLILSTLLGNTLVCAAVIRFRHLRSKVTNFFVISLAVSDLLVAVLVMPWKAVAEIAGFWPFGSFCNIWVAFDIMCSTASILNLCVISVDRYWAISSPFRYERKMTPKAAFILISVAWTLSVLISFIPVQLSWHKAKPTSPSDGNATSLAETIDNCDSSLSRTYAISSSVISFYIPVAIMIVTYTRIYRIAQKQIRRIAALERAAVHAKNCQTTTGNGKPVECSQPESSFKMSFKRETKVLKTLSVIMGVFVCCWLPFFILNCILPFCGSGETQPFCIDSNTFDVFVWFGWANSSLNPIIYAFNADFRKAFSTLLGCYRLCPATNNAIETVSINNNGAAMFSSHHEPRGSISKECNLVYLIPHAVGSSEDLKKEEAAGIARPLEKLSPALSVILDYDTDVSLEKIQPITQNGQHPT
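Using tetracycline-induced force-coupled D1 Hek293 cells and a calcium dye, signals were followed for 180 s after compound, then for 180 s after EC80 dopamine, to detect inhibitors.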
D1 PAM – Potentiators of Human D1 Dopamine Receptor: qHTS; HEK293 TREx D1 cells, calcium flux, dopamine EC20 potentiation; AID 504651, 2011; potentiation, % at 10 µM; 0.036% of 360,000 active; in the data active = potentiation above about 30%; note: 0% is about no effect
TRHR enhancer – qHTS for Small Molecule Agonists and Allosteric Enhancers of Human TRH Receptor: Primary Screen for Enhancers | TRHR cells, fluo-8 calcium fluorescence, EC20 TRH enhancement | enhancement, % at 2 µM | 0.66% of 360,000 active | AID 493056, 2011; in the data active = enhancement above about 30%; note: 0% is about no effect
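TRHR-expressing cells loaded with fluo-8 calcium dye were read kinetically (ex 480/em 530) during compound addition, then stimulated with an EC20 of TRH (10 nM final). Enhancement of the Gq-mediated intracellular calcium response was scored.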
D1 ag – Allosteric Agonists of the Human D1 Dopamine Receptor: qHTS; D(1A) dopamine receptor (Homo sapiens), P21728; HEK293 T-REx D1 cells, calcium flux, agonist mode; activation, % at 2 µM; 1% of 360,000 active; AID 504660, 2011; in the data active = activation above about 30%; note: 0% is about no effect
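Agonism was scored from calcium flux recorded over 180 s (1 read/s) after pintool compound addition, following a 10-cycle baseline. Cells were inducible force-coupled HEK293 TREx D1, plated overnight at 30 C and loaded with no-wash calcium dye.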
Anesthetic bind – qHTS Assay for Identification of Novel General Anesthetics; Ferritin light chain (Equus caballus), P02791; apoferritin/1-aminoanthracene competitive binding, fluorescence; Potency, µM (titrated, usually from 77.5 µM), for the others: at the top dose activity change, negative = displacement, hits mostly inhibitors; 0.074% of 350,000 active; note: potency is the fitted concentration of half-maximal effect; % is set by controls: 0 for no effect and ±100 for the full control effect; nearly all actives have a fitted effect of over 20% in size
Target sequence (P02791 2-175 limits assumed): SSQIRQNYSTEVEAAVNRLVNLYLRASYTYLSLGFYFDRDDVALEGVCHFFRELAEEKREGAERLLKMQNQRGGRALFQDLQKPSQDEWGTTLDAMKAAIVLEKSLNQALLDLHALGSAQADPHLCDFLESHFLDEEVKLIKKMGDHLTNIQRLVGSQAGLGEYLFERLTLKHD
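Apoferritin-based anesthetic binding model; compound displacement of fluorescent 1-AMA measured as endpoint fluorescence after 10 minutes at room temperature, scaled to free-ligand and complex controls.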
D2 potentiator – HTS Assay for Positive Allosteric Modulators of the Human D2 Dopamine Receptor: Primary Screen for Potentiators. 0.34% of 340,000 active. potentiation, % at 10 µM. D(2) dopamine receptor (Homo sapiens), P14416. HEK293 T-REx D2, calcium flux, EC20 dopamine potentiation. AID 485347, 2010;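 active = potentiation over 3 SD above the plate norm, cut at about 30% in these data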; note: 0% is about no effect
Target sequence (P14416 whole entry, looked up): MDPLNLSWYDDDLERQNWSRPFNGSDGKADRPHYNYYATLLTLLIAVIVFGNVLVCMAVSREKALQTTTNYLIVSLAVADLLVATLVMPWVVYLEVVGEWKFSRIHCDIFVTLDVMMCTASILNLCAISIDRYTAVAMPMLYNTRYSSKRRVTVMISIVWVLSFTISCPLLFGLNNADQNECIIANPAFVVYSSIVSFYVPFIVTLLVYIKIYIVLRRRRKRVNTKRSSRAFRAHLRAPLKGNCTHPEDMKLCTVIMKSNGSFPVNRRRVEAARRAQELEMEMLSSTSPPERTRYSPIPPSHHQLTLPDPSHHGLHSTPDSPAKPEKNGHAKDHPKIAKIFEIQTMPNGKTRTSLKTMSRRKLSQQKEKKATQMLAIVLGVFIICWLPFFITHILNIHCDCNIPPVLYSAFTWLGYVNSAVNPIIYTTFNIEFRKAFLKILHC
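Primary screen. Calcium kinetics in induced HEK293 T-REx D2 cells: compound pre-addition 180 s, EC20 dopamine, 180 s more.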
RXFP1 antagonist – qHTS Assay for Antagonists of the Relaxin Receptor RXFP1; Relaxin receptor 1 (Homo sapiens), Q9HBX9; HEK293-RXFP1, relaxin-stimulated cAMP HTRF, 30 min; active compounds read low; activity change, negative = inhibition, % at 57.5 µM; 0.59% of 350,000 active;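 active = activity change of -60% or lower, but not beyond a set lower limit; inconclusive = change between -60% and -40%, or beyond the set limit; inactive = change above -40%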; note: % is set by controls: 0 for no effect and ±100 for the full control effect
RXFP1 agonist – qHTS Assay for Agonists of the Relaxin Receptor RXFP1 | Relaxin receptor 1 (Homo sapiens), Q9HBX9 | 0.3% of 370,000 active | Potency, µM (top dose mostly 57.5 µM), inactives show top-dose activation, most hits filed as activators | AID 2676, 2010 | HEK293T-RXFP1 cAMP TR-FRET, 30 min; response scale: percent of porcine relaxin response, buffer zero; note: potency is the fitted concentration of half-maximal effect; % is set by controls: 0 for no effect and ±100 for the full control effect; nearly all actives have a fitted effect of over 60% in size; many of its hits are not listed in these tables
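Agonist response is measured as cAMP accumulation in an RXFP1-transfected HEK293T line under PDE4 inhibition. Values are scaled between buffer-only and 29 nM porcine relaxin, and EC50s come from standard Hill equation fits.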
Numbers without * were called inactive; ? = inconclusive; . = not tested or not shown; & = joins results of further samples; [ ] = another dose, or the depositor's remark. Unless noted, calls come from the whole dose curve; as a rule, active = well fitted curve in the direction sought with a large enough effect; inconclusive = small, poorly fitted or top-dose-only effect, or another doubt; inactive = no such curve, though single readings can be large; an effect the other way counts as inactive or inconclusive. This is a subset, so the mix of outcomes need not match the whole.

SMILES	TRHR ag	D1 antag	D1 PAM	TRHR enhancer	D1 ag	Anesthetic bind	D2 potentiator	RXFP1 antagonist	RXFP1 agonist
Nc1ccc(C(=O)OCC(=O)NC2CCCc3ccccc32)cc1[N+](=O)[O-] (centres undefined)	-0.1	-5	-5	1	2	20µM*	-5	-5	2.8%
Cc1ccc(S(=O)(=O)/N=C(/c2ccccc2)N(C)c2ccc(O)cc2)cc1	-0.2	-4	1	-4	-3	-4%	-2	3	-0.3%
Cc1nc2cc(Cl)c(Cl)cc2nc1C	0.1	2	-4	-3	10	0%	-1	-3	2.2%
Cc1cccc(C2c3[nH]c4ccccc4c3CCN2C(=O)Cc2n[nH]c(C)n2)n1 (centres undefined)	-0.5	-2	2	-1	2	-7%	0	3	3.4%
COc1ccc(C2C(C#N)=C(C)NC(C)=C2C#N)c(OC)c1	-0.3	-3	5	1	2	-4%	16	-3	-1.4%
CCc1ccc(C(=O)Nc2cccnc2Oc2ccc(Cl)cc2)cc1	1.2	17	1	1	4	4%	16	-12	2.1%
COc1ccc(/C=C/C(=O)Nc2ccc(C)cc2)cc1S(=O)(=O)N1CCOCC1	-0.4	1	-1	-2	0	1%	-10	-7	-1.6%
Cc1c(Br)cc(C(=O)NCCCN2CCOCC2)c(C)c1C	-0.2	-2	0	1	3	-3%	-13	-6	2.0%
CS(=O)(=O)Nc1ccc(C(=O)NC2CCCC2)cc1	-0.5	4	-3	10	0	-9%	-7	3	0.3%
Cc1ccc(Nc2nc(NCCCN3CCOCC3)nc(N)c2[N+](=O)[O-])cc1C	0.0	-2	-6	8	2	-13%	25	1	0.7%
COC(=O)CC(N)c1ccc(OC)c2ccccc12 (centres undefined)	-0.1	9	6	25	3	-7%	6	3	0.6%
CCCN1CNC(=S)N(c2ccc(C)cc2C)C1	-0.4	8	2	4	3	8%	9	5	0.7%

Whole records as entered above. Values in the order: TRHR ag | D1 antag | D1 PAM | TRHR enhancer | D1 ag | Anesthetic bind | D2 potentiator | RXFP1 antagonist | RXFP1 agonist
`Cc1cccc(C2c3[nH]c4ccccc4c3CCN2C(=O)Cc2n[nH]c(C)n2)n1` (centres undefined) is entered as -0.5 | -2 | 2 | -1 | 2 | -7% | 0 | 3 | 3.4%
`Cc1ccc(S(=O)(=O)/N=C(/c2ccccc2)N(C)c2ccc(O)cc2)cc1` is entered as -0.2 | -4 | 1 | -4 | -3 | -4% | -2 | 3 | -0.3%

Going on with the list:
SMILES	TRHR ag	D1 antag	D1 PAM	TRHR enhancer	D1 ag	Anesthetic bind	D2 potentiator	RXFP1 antagonist	RXFP1 agonist
O=C(CCOc1cccc(Br)c1)Nc1ccc(F)c(S(=O)(=O)N2CCOCC2)c1	1.9	-14	3	-4	11	.	-4	8	0.8%
COc1ccc(/C=C2\SC(=O)N(CCCC(=O)Nc3ccc(C(=O)O)cc3)C2=O)cc1OC	-1.4	4	0	8	0	-3%	0	-16	1.9%
CCOC(=O)N1CCN(S(=O)(=O)c2cccs2)CC1	0.8	5	-1	-3	2	0%	-6	8	-0.5%
CCOC(=O)CN(C(=O)c1ccccc1)c1ccccc1C	-0.3	-19	0	6	1	4%	0	8	1.9%
Cc1ccc(C(CCN)c2ccco2)cc1 (centres undefined)	1.9	-7	-15	-10	7	-15%	4	-18	0.7%
CCN(CCO)c1ncnc2c1sc1nc(CC(C)C)c3c(c12)CC(C)(C)OC3	-0.2	28	1	1	1	-18%	-3	6	20%
CCCOc1cccc(C2/C(=C(/O)c3ccccc3)C(=O)C(=O)N2CCN(C)C)c1 (centres undefined)	-0.6	13	-2	0	-2	-15%	4	0	-3.3%
Cc1ccc(O)c(NC(=O)c2onc(C)c2Cl)c1	-0.6	-17	-2	-1	-1	-4%	.	8	3.8%
COc1ccc(N2C(=O)CSC2c2ccc(F)cc2)cc1 (centres undefined)	0.1	9	9	-4	2	3%	4	-3	-0.3%
Cc1ccc(S(=O)(=O)N2CCN(Cc3ccc4c(c3)OCO4)CC2)cc1	-0.6	6	-2	-8	-2	-5%	-31	-8	-0.9%
COc1ccc(-n2nc3c(c2NC(=O)c2cc(Br)ccc2Cl)CS(=O)C3)cc1 (centres undefined)	0.2	-8	4	2	0	-10%	0	.	1.5%
O=C(NC(CSSCC(NC(=O)c1ccccc1)C(=O)O)C(=O)O)c1ccccc1 (centres undefined)	0.3	-18	2	14	-6	1%	-4	.	0.4%

Quoted from the listing.
D1 antag result of Cc1ccc(C(CCN)c2ccco2)cc1 (centres undefined) is entered as -7
D2 potentiator result of CCCOc1cccc(C2/C(=C(/O)c3ccccc3)C(=O)C(=O)N2CCN(C)C)c1 (centres undefined) is entered as 4
D2 potentiator result of Cc1ccc(S(=O)(=O)N2CCN(Cc3ccc4c(c3)OCO4)CC2)cc1 is entered as -31
D1 antag result of O=C(CCOc1cccc(Br)c1)Nc1ccc(F)c(S(=O)(=O)N2CCOCC2)c1 is entered as -14

Carrying on.
SMILES	TRHR ag	D1 antag	D1 PAM	TRHR enhancer	D1 ag	Anesthetic bind	D2 potentiator	RXFP1 antagonist	RXFP1 agonist
Cc1ccc(-c2c(C(=O)N/N=C/c3cccnc3)nnn2-c2nonc2N)cc1	0.1	-5	0	5	3	7%	6	0	-2.5%
COc1ccc(CNC(=O)C(=O)NC2CCC(C)CC2)cc1 (centres undefined)	-1.1	.	-7	7	0	?	-4	1	-1.2%
COc1ccccc1S(=O)Cc1ccc(C(=O)O)o1 (centres undefined)	-0.3	-13	-2	13	0	-1%	-4	-6	0.3%
CCN(C(=O)COC(=O)CCc1ccc(OC)cc1)c1c(N)n(Cc2ccccc2)c(=O)[nH]c1=O	-0.2	-3	-1	-5	0	.	6	-12	1.8%
COc1cc(NS(=O)(=O)c2ccc(-c3ccc(=O)[nH]n3)o2)cc(OC)c1OC	0.3	-14	0	0	0	3%	-3	23	-3.0%
Cc1c(NC(=O)c2ccc(-c3ccccc3)cc2)cccc1C(=O)O	-0.1	-10	-3	-4	3	38%[activator]	.	-6	0.0%
Cc1ccc(CCNC(=O)c2cc(S(=O)(=O)N3CCCCC3)c[nH]2)cc1	-1.1	6	-5	-1	8	?	1	.	-0.6%
CCN(C(=O)C1=COCCO1)c1nc2c(C)cccc2s1	-0.5	10	0	3	0	.	1	23	-1.3%
CCOc1ccc(C2C(=O)N(C3CCCCCC3)CC(=O)N2CCc2ccc(Cl)cc2)cc1OC (centres undefined)	0.5	8	-1	1	-2	106%[activator]	15	-3	2.2%
CN(Cc1cnccn1)C(=O)CC1C(=O)NCCN1Cc1ccc(F)cc1Cl (centres undefined)	1.2	0	-1	-3	-1	-7%	-9	-7	-0.9%
CCCCCn1c(S(=O)(=O)O)nc2ccccc21	0.3	5	-4	-4	4	-1%	-10	8	0.6%
CCCN1C(=O)C(Cc2nc3ccccc3c(=O)n2-c2cccc(C)c2)c2ccccc21 (centres undefined)	1.0	-5	0	2	2	-10%	0	-18	-2.7%
CCOc1ccc(S(=O)(=O)N2CCC(C(=O)NCc3cccnc3)CC2)cc1C	-2.0	-5	-10	6	1	-5%	-5	-4	0.1%
CCC(CC)NC(=O)c1nn(Cc2ccccc2)c(=O)c2ccccc12	0.1	0	-4	-2	3	-11%	1	-16	-2.7%
O=C1c2cccc([N+](=O)[O-])c2C(=O)N1c1ccccc1	0.5	-10	-4	-1	2	-2%	-2	-10	-2.1%
COc1ccc(NS(=O)(=O)c2cccc(C(=O)N/N=C/c3ccccn3)c2)cc1	0.0	-16	0	13	2	-20%	6	-4	-2.2%
O=C(NCc1ccco1)c1ccc(COCC(F)(F)F)cc1	-0.4	0	-1	6	2	5%	4	4	-2.7%
Cc1ccc(Cn2ccnc2SCC(=O)NCc2ccccc2)cc1	-0.6	14	0	1	0	-2%	7	5	0.8%
N/C(=N\OC(=O)c1cccnc1)c1ccc(Cl)cc1Cl	0.7	-33*	1	-2	2	-5%	-3	4	-0.7%
COC(=O)c1ccc(NC(=O)CN(Cc2ccccc2)S(=O)(=O)c2ccc(C)cc2)cc1	1.4	-20	-3	-3	7	49%[activator]	-26	-12	4.6%
O=C(COc1ccc(F)cc1F)N1CCCCCCC1	-0.2	-2	-3	1	3	?	28	-1	5.4%
CCOc1cc(C(=O)OCC(=O)Nc2ccc(SC(F)F)cc2)cc(OCC)c1OCC	-0.9	-16	-8	-4	15	3%	-3	4	2.0%
Cc1c(C(=O)N2CCCC2)oc2c1-c1nn(CC(=O)NCCCOC(C)C)cc1CC2	0.7&-0.1	8&4	0&4	4&0	3&3	-5%&-7%	2&3	9&-3	-0.3%&0.2%
CCOc1cc(NC(=S)Nc2cccc(C)c2)c(OCC)cc1NC(=O)CC(C)C	0.5	-4	-4	-2	1	-17%	23	3	2.3%
CCOC(=O)C1=C(c2ccccc2)Nc2ncnn2C1c1cccc(OC)c1OC (centres undefined)	-2.1	0	-5	4	-1	8%	.	-12	1.1%
COc1ccc(/C=C/C(=O)Oc2cccc(/C=N/NC(=O)c3cccc(F)c3)c2)cc1	0.4	-3	-2	6	8	-19%	8	-19	-0.4%
Cc1ccn2c(Nc3ccccc3C)c(-c3ccc(N4CCOCC4)cc3)nc2c1	1.7	10	0	13	2	8%	7	-5	?
O=C(Cn1cc([N+](=O)[O-])cn1)N1N=C(C(F)F)CC1(O)C(F)F (centres undefined)	0.2	-7	7	3	-3	4%	25	8	1.3%
O=C(NC1CC2CCCC(C1)N2C(=O)NC1CCCCC1)c1ccccc1 (centres undefined)	-0.2	-21	-12	-9	0	2%	5	-2	-0.9%
Cn1c(-c2ccc3ccccc3n2)nc2cnccc21	-1.3	9	-5	54*	2	-5%	-2	-21	0.7%
CCOC(=O)C(Cc1ccc(N)cc1)N1C(=O)c2ccccc2C1=O (centres undefined)	-0.3	6	-8	-2	3	-13%	-3	3	0.1%
Cc1cnc(NC(=O)CN(C)S(=O)(=O)c2ccc(Cl)cc2)s1	-2.4	0	-4	0	3	-4%	-5	-1	0.1%
CC(=O)CS(=O)(=O)c1ccc(Oc2ccc(S(=O)(=O)CC(C)=O)cc2)cc1	0.5	-3	2	8	2	-1%	4	2	0.0%
CN(C)c1nc(N(C)C)nc(N(C#N)Cc2ccc(Cl)cc2)n1	2.1	7	-3	3	8	-2%	8	0	1.8%
CCCN(CCC)C(=O)CC(c1ccccc1)c1ccco1 (centres undefined)	-1.5	-5	8	12	4	-9%	3	-4	-0.5%
